Screens as filed in PubChem.
GALR2 antag = antagonists of human galanin receptor 2 (GALR2). O43603. GALR2-expressing cells, antagonist mode. inhibition, % at 4 µM. 140,000 tested, 0.39% active. AID 828; in the data active = inhibition above about 27%;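 note: cells stimulated with galanin 1-16 at roughly its EC80; 0% = agonist challenge control and 100% = basal control without agonist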
Target sequence (O43603 whole entry, looked up): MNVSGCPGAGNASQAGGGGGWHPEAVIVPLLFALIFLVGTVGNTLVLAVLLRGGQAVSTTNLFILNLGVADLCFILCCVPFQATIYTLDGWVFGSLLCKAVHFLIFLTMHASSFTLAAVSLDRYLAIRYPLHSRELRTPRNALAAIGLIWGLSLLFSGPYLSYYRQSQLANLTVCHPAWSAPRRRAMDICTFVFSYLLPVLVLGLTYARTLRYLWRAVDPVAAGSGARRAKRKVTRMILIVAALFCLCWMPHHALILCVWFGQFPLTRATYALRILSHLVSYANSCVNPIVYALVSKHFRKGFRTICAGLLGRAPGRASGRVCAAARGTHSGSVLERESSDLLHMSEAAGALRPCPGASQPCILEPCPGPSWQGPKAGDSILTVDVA
Yeast growth inh = yeast BB579 growth reduction in restrictive medium; 140,000 tested, 0.51% active; S. cerevisiae BB579 growth, OD615, 48 h; inhibition, % at 10 µM;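 active = inhibition above a set limit, 3 SD over the mean compound inhibition, cut at about 44% in these data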; note: inactives centre near -24
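System: DeaD yeast strain BB579; buffer or medium: CSMM-D dextrose restrictive medium; technique: OD at 615 nm; schedule: 4 h cell preincubation, 48 h compound exposure, 30 °C humidified; doses: single 10 µM dose; controls: amphotericin B 10 µg/mL, positive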
NPY Y2 blocker = NPY-Y2 (human) receptor antagonism | P49146 | NPY-Y2 expressing cells, antagonist mode | inhibition, % at 2.7 µM | 140,000 tested, 0.99% active; in the data active = inhibition above about 17%;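 note: 0% = vehicle with agonist challenge and 100% = reference antagonist with challenge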
Target sequence (P49146 whole entry, looked up): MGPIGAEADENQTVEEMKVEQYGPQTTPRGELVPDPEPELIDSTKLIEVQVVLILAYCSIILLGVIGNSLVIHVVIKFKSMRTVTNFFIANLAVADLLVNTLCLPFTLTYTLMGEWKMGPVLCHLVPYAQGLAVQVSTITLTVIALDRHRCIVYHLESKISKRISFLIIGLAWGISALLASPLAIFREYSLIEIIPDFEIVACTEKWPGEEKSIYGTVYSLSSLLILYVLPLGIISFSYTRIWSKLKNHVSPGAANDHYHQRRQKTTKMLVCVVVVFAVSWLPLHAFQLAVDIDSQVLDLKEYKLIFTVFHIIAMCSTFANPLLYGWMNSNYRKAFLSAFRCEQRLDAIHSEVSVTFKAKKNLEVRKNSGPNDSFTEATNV
Measles CPE = protection of cells from measles virus. Measles virus-infected cells, CPE protection, absorbance. protection (pct of control), % at 4 µM. 140,000 tested, 1.5% active. AID 841; in the data active = protection mostly above about 24%, no sharp cut-off; inactive = mostly below about 26%; note: some compounds called inactive have numbers as strong as hits
HCT116 PTEN-null = growth suppressors of cells with PTEN tumor suppressor deletion; AID 827; HCT116 PTEN-null viability, CellTiter-Glo, 60 h; stronger effect = lower value; viability, % at 10 µM; 140,000 tested, 1.2% active;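 active = viability at or below a set limit, 4 SD under the median of all tested compounds, cut at about 3.7% in these data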;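 note: PTEN knockout HCT116 line with beta catenin targeted HCT116 as companion control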
HCT116 bCat-KO = beta-catenin-lacking colon tumor cell growth suppression; viability, % at 10 µM; 140,000 tested, 1.5% active; AID 818; HCT116 beta-catenin knockout viability, CellTiter-Glo, 60 h; stronger effect = lower value;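 active = viability at or under a set limit, the compound median less 4 SD, cut at about 6% in these data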;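 note: 0% = Hyamine 1622 control at 20 µM and 100% = untreated cell control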
Phagocyt inh = macrophage phagocytosis inhibition. J774A.1 macrophage IgG-bead phagocytosis, imaging. inhibition, % at 5 µM. 110,000 tested, 0.07% active. AID 1029;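 active = inhibition above the mean of the plate negative controls plus 5 SD, cut at about 13% in these data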;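 note: phagocytic index as fraction of beads internalized from green versus red external bead signal; plate controls were DMSO negative control for no effect and cytochalasin-D positive control for full effect; some results beyond the cut were filed as inactive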
MRP-1 activ = MRP-1 activation; H69AR cells + doxorubicin, viability rescue, CellTiter-Glo; viability increase, % at 10 µM; 140,000 tested, 0.61% active;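 active = viability gain under doxorubicin at or above a set limit, the compound median plus 3 SD, cut at about 4.7% in these data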;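 note: MRP-1 overexpressing cells given doxorubicin 25 µM after compound pretreatment; 18-22 h compound pretreatment then 72 h with doxorubicin before readout; 0% = doxorubicin-only wells and 100% = vehicle-treated cells without doxorubicin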
Yeast lifespan up = yeast lifespan extension; S. cerevisiae growth with nicotinamide, OD615; deaD strain in restrictive glucose medium; inhibition of the nicotinamide effect, % at 10 µM; AID 775; 130,000 tested, 0.68% active;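 active = inhibition above a set limit, placed 3 SD over the median of all compounds, cut at about 26% in these data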;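 note: 0% = nicotinamide-treated wells and 100% = cells grown without nicotinamide; some compounds called inactive have numbers as strong as hits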
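Test system: DeaD-strain S. cerevisiae / Buffer or medium: restrictive glucose medium / Also added: nicotinamide 1.5 mM / Doses: one concentration, 10 µM, DMSO 0.25% / Schedule: 48 h at 30 °C / Signal: OD615 measurement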
E-sel TNF inh = blocks E-selectin expression induced by TNF alpha; inhibition, % at 2 µM; 120,000 tested, 0.71% active; HUVEC TNFa-induced E-selectin immunofluorescence, high content;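 active = inhibition above the batch mean plus 3 SD, and confirmed as a hit on visual image review, cut at about 43% in these data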;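 note: 0% = TNF-stimulated DMSO wells and 100% = unstimulated control wells; not every result past the cut was called active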
* marks the source's active call; other numbers are inactive results.

How did CC(C)(C)c1ccc(C(=O)CC(=O)c2cc(Cl)ccc2O)cc1 do in these assays?
GALR2 antag: -14; Yeast growth inh: -26; NPY Y2 blocker: 0; Measles CPE: 20; HCT116 PTEN-null: 24; HCT116 bCat-KO: 29; Phagocyt inh: -1; MRP-1 activ: -1.7; Yeast lifespan up: -3; E-sel TNF inh: 7

Results for CC(C)C[C@H](NC(=O)C1(c2ccccc2)CCN(C(=O)[C@H]2CSCN2C(=O)OC(C)(C)C)CC1)C(=O)O ?
GALR2 antag: -13; Yeast growth inh: -21; NPY Y2 blocker: -1; Measles CPE: 9; HCT116 PTEN-null: 94; HCT116 bCat-KO: 100; Phagocyt inh: -3; MRP-1 activ: -0.2; Yeast lifespan up: -1; E-sel TNF inh: 1

What do the screens show for `Cc1ccc(O)c(C(=O)CC(=O)c2cccc(F)c2)c1`?
GALR2 antag: 12; Yeast growth inh: 51*; NPY Y2 blocker: 3; Measles CPE: 15; HCT116 PTEN-null: 40; HCT116 bCat-KO: 38; Phagocyt inh: -1; MRP-1 activ: -4.1; Yeast lifespan up: -4; E-sel TNF inh: -31

What do the screens show for `O=C(O)CCC1=C2c3ccccc3CCN2C(=O)CC1`?
GALR2 antag: -3; Yeast growth inh: -29; NPY Y2 blocker: 4; Measles CPE: 0; HCT116 PTEN-null: 91; HCT116 bCat-KO: 113; Phagocyt inh: -4; MRP-1 activ: -1.2; Yeast lifespan up: -7; E-sel TNF inh: 15

What do the screens show for `COc1ccc(C(=O)/C=C/Nc2ccc(S(=O)(=O)Nc3ncccn3)cc2)cc1`?
GALR2 antag: 3; Yeast growth inh: -33; NPY Y2 blocker: -2; Measles CPE: 31; HCT116 PTEN-null: 103; HCT116 bCat-KO: 96; Phagocyt inh: -6; MRP-1 activ: 2.2; Yeast lifespan up: 2

Results for CCOC(=O)C1=C(C)NC(=O)NC1c1ccoc1 (configuration not stated) ?
GALR2 antag: -3; Yeast growth inh: -32; NPY Y2 blocker: 0; Measles CPE: 5; HCT116 bCat-KO: 99; MRP-1 activ: -0.1; Yeast lifespan up: -3

What do the screens show for `COc1cccc(Nc2nc(CC(C)=O)ns2)c1`?
GALR2 antag: 9; Yeast growth inh: -16; NPY Y2 blocker: 3; Measles CPE: 11; HCT116 PTEN-null: 78; HCT116 bCat-KO: 82; MRP-1 activ: -1.0; Yeast lifespan up: -13; E-sel TNF inh: -10

How did CCOc1ccc(S(=O)(=O)n2c(C)nc3ccccc32)cc1 do in these assays?
GALR2 antag: -7; Yeast growth inh: -8; NPY Y2 blocker: 5; Measles CPE: 22; HCT116 PTEN-null: 102; HCT116 bCat-KO: 87; Phagocyt inh: 2; MRP-1 activ: -0.8; Yeast lifespan up: 0

How did CN(CC(=O)Nc1ccccc1Cl)C(=O)CSc1ncc(C(F)(F)F)cc1Cl do in these assays?
GALR2 antag: -16; Yeast growth inh: -24; NPY Y2 blocker: 5; Measles CPE: 12; HCT116 PTEN-null: 83; HCT116 bCat-KO: 85; Phagocyt inh: -6; MRP-1 activ: -0.7; Yeast lifespan up: 6

What do the screens show for `COc1ccc(/C=N/NC(=O)CSc2ccccc2)cc1OC`?
GALR2 antag: 2; Yeast growth inh: -23; NPY Y2 blocker: 3; Measles CPE: 6; HCT116 PTEN-null: 110; HCT116 bCat-KO: 103; Phagocyt inh: 0; MRP-1 activ: -2.2; Yeast lifespan up: -3; E-sel TNF inh: 1

How did COc1ccc(C(=S)N2CCCC2)cc1 do in these assays?
GALR2 antag: 5; Yeast growth inh: -13; NPY Y2 blocker: 2; Measles CPE: 6; HCT116 PTEN-null: 92; HCT116 bCat-KO: 97; MRP-1 activ: -1.7; E-sel TNF inh: 2

How did Cc1ccc(C2=[N+]([O-])C(C)(C)CC2)cc1 do in these assays?
GALR2 antag: -6; Yeast growth inh: -32; NPY Y2 blocker: 0; Measles CPE: 3; HCT116 PTEN-null: 92; HCT116 bCat-KO: 100; Phagocyt inh: 1; MRP-1 activ: -0.6; Yeast lifespan up: 2; E-sel TNF inh: -4

Results for CN(c1ccccc1C(=O)N1CCCC1)S(C)(=O)=O ?
GALR2 antag: -8; Yeast growth inh: -70; NPY Y2 blocker: 2; Measles CPE: 15; HCT116 PTEN-null: 113; HCT116 bCat-KO: 104; Phagocyt inh: -1; MRP-1 activ: -1.1; Yeast lifespan up: -5; E-sel TNF inh: -4

How did COc1ccc(NCc2nnc(SCC(=O)Nc3ccccc3OC)o2)cc1 do in these assays?
GALR2 antag: 2; Yeast growth inh: -8; NPY Y2 blocker: 1; Measles CPE: 23; HCT116 PTEN-null: 99; HCT116 bCat-KO: 105; Phagocyt inh: 5; MRP-1 activ: -0.5; Yeast lifespan up: -17

What do the screens show for `Cc1sc2ncnc(NCCCn3ccnc3)c2c1C`?
GALR2 antag: 3; Yeast growth inh: -25; NPY Y2 blocker: 2; Measles CPE: 6; HCT116 PTEN-null: 101; HCT116 bCat-KO: 104; Phagocyt inh: -1; MRP-1 activ: -1.6; Yeast lifespan up: -7; E-sel TNF inh: 11

Results for Cc1ccc(CC(CC(=O)NCCc2ccc3c(c2)OCO3)C(=O)O)cc1 (configuration not stated) ?
GALR2 antag: -11; Yeast growth inh: -1; NPY Y2 blocker: 7; Measles CPE: 9; HCT116 PTEN-null: 99; HCT116 bCat-KO: 98; Phagocyt inh: -2; MRP-1 activ: 0.3; Yeast lifespan up: -16

How did O=c1[nH]c(SCc2ccc(Cl)cc2)nc2c1CCC2 do in these assays?
GALR2 antag: 8; Yeast growth inh: -24; NPY Y2 blocker: 6; Measles CPE: 9; HCT116 PTEN-null: 91; HCT116 bCat-KO: 94; Phagocyt inh: 0; MRP-1 activ: -2.4; Yeast lifespan up: -7; E-sel TNF inh: 24

Results for COc1cccc(C2=NOC(C(=O)NCC3CCCO3)C2)c1 (configuration not stated) ?
GALR2 antag: -2; Yeast growth inh: 6; NPY Y2 blocker: 0; Measles CPE: 9; HCT116 PTEN-null: 104; HCT116 bCat-KO: 94; Phagocyt inh: 0; MRP-1 activ: -1.5; Yeast lifespan up: -7

Results for COc1ccc(C(=O)CCC(=O)N2CCN(c3ccc(N4CCOCC4)nn3)CC2)cc1 ?
GALR2 antag: 2; Yeast growth inh: -5; NPY Y2 blocker: 2; Measles CPE: 2; HCT116 PTEN-null: 105; HCT116 bCat-KO: 106; Phagocyt inh: 0; MRP-1 activ: -2.6; Yeast lifespan up: -12

How did Nc1ccc2c(c1)C(=O)Cc1ccccc1S2 do in these assays?
GALR2 antag: 9; Yeast growth inh: -44; NPY Y2 blocker: 2; Measles CPE: 4; HCT116 PTEN-null: 94; HCT116 bCat-KO: 99; Phagocyt inh: -4; MRP-1 activ: 0.1; Yeast lifespan up: 0; E-sel TNF inh: 19

What do the screens show for `CCCCOc1ccccc1C1C(C(=O)OC)=CN(CC)C=C1C(=O)OC`?
GALR2 antag: -7; Yeast growth inh: -68; NPY Y2 blocker: 7; Measles CPE: 6; HCT116 PTEN-null: 73; HCT116 bCat-KO: 81; MRP-1 activ: -1.3; Yeast lifespan up: 6; E-sel TNF inh: 26

Results for O=C(N/N=C(/c1ccccc1)c1ccncc1)c1ccc2c(c1)OCO2 ?
GALR2 antag: 2; Yeast growth inh: -39; NPY Y2 blocker: 2; Measles CPE: 12; HCT116 PTEN-null: 99; HCT116 bCat-KO: 96; Phagocyt inh: -1; MRP-1 activ: -2.2; Yeast lifespan up: 11; E-sel TNF inh: 13

How did CC1CCN(c2ccc(C(=O)NCCc3ccccc3)cn2)CC1 do in these assays?
GALR2 antag: 2; Yeast growth inh: -29; NPY Y2 blocker: 4; Measles CPE: 7; HCT116 PTEN-null: 94; HCT116 bCat-KO: 96; Phagocyt inh: -1; MRP-1 activ: 0.8; Yeast lifespan up: -10; E-sel TNF inh: -41

How did O=C(CN1CCCCCC1)Nc1ccc(Br)cc1 do in these assays?
GALR2 antag: -14; Yeast growth inh: -8; NPY Y2 blocker: 3; Measles CPE: 3; HCT116 PTEN-null: 92; HCT116 bCat-KO: 101; Phagocyt inh: -2; MRP-1 activ: -0.7; Yeast lifespan up: -6; E-sel TNF inh: -1

What do the screens show for `Nc1ncn(C23CC4CC(CC(C4)C2)C3)n1`?
GALR2 antag: -13; Yeast growth inh: -29; NPY Y2 blocker: -5; Measles CPE: 8; HCT116 PTEN-null: 93; HCT116 bCat-KO: 92; Phagocyt inh: -2; MRP-1 activ: -3.3; Yeast lifespan up: -2

How did CCOc1ccc(C(=O)N2CCN(c3cccc(C)c3C)CC2)cc1 do in these assays?
GALR2 antag: 2; Yeast growth inh: -34; NPY Y2 blocker: 4; Measles CPE: 10; HCT116 PTEN-null: 107; HCT116 bCat-KO: 98; Phagocyt inh: -2; MRP-1 activ: -0.5; Yeast lifespan up: -9; E-sel TNF inh: -12

Results for O=C(N/N=C/c1ccncc1)C1C2CCCCCCC21 (configuration not stated) ?
GALR2 antag: -5; Yeast growth inh: -15; NPY Y2 blocker: 2; Measles CPE: 3; HCT116 PTEN-null: 93; HCT116 bCat-KO: 98; Phagocyt inh: -3; MRP-1 activ: -0.7; Yeast lifespan up: 10; E-sel TNF inh: 1

What do the screens show for `O=C1CC(c2ccccc2)NC(=O)N1` (configuration not stated)?
GALR2 antag: 5; Yeast growth inh: 4; NPY Y2 blocker: 1; HCT116 PTEN-null: 92; HCT116 bCat-KO: 92; Phagocyt inh: -1; MRP-1 activ: -0.3; Yeast lifespan up: -14; E-sel TNF inh: -25

How did Cc1ccnc(N2CCC(C(=O)NNC(=O)c3ccccc3)CC2)n1 do in these assays?
GALR2 antag: -1; Yeast growth inh: -4; NPY Y2 blocker: 1; Measles CPE: 7; HCT116 PTEN-null: 102; HCT116 bCat-KO: 97; MRP-1 activ: -0.2; Yeast lifespan up: -1; E-sel TNF inh: -9

Results for CCN(CC)S(=O)(=O)c1ccc(NC(=O)c2ccc(Sc3nncn3C)c([N+](=O)[O-])c2)cc1 ?
GALR2 antag: -1; Yeast growth inh: -33; NPY Y2 blocker: 4; Measles CPE: 22; HCT116 PTEN-null: 80; HCT116 bCat-KO: 82; MRP-1 activ: -0.4; Yeast lifespan up: 0; E-sel TNF inh: 1

Compounds from the list above that contain fluorine:
What do the screens show for `Cc1ccc(O)c(C(=O)CC(=O)c2cccc(F)c2)c1`?
GALR2 antag: 12; Yeast growth inh: 51*; NPY Y2 blocker: 3; Measles CPE: 15; HCT116 PTEN-null: 40; HCT116 bCat-KO: 38; Phagocyt inh: -1; MRP-1 activ: -4.1; Yeast lifespan up: -4; E-sel TNF inh: -31

How did CN(CC(=O)Nc1ccccc1Cl)C(=O)CSc1ncc(C(F)(F)F)cc1Cl do in these assays?
GALR2 antag: -16; Yeast growth inh: -24; NPY Y2 blocker: 5; Measles CPE: 12; HCT116 PTEN-null: 83; HCT116 bCat-KO: 85; Phagocyt inh: -6; MRP-1 activ: -0.7; Yeast lifespan up: 6

The order is random (roughly 6.1% active in at least one column).
